PAFAH2 FP inh: inhibitors of human PAFAH2. Q99487. recombinant PAFAH2, FP-rhodamine activity probe, fluorescence polarization. inhibition, % at 3.39 µM. 340,000 compounds, 0.99% hits. AID 492956;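 active = inhibition above the mean over all tested compounds plus 3 SD, cut at about 30% in these data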;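 note: inhibitors block probe labeling of enzyme so polarization drops; 0% = enzyme with DMSO and 100% = wells lacking PAFAH2 protein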
CTSL1 counter: counter-screen for PFM18AAP inhibitors: inhibitors of F. hepatica cathepsin L1 | recombinant F. hepatica cathepsin L1, Z-Leu-Arg-MCA fluorescence | inhibition, % at 5.96 µM | 300,000 compounds, 0.49% hits | AID 1906;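 active = inhibition above the mean of all tested compounds plus 3 SD, set per screening campaign, cut at about 17% in these data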;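 note: 0% = plate median of test compound wells and 100% = 1 µM Z-Phe-Ala-diazomethylketone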
PP1 counter: blocks human PP1-alpha phosphatase, a PP5 counter-screen; purified PP1alpha, OMFP fluorescence; AID 2235; inhibition, % at 6.7 µM; 320,000 compounds, 0.9% hits;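 active = inhibition above the mean inhibition of all tested compounds plus 3 SD, computed separately for each screening campaign, cut at about 15% in these data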
Target sequence (P62136 whole entry, looked up): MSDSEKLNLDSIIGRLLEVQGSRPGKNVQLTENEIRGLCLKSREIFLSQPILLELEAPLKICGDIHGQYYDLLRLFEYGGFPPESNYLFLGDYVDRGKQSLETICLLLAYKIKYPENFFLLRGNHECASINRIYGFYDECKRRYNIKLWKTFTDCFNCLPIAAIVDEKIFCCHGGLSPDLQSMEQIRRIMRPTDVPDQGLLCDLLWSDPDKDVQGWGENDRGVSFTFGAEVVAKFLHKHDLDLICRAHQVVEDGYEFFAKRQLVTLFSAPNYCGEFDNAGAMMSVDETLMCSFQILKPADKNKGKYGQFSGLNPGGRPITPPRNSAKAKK
PP5 inh: PP5 (human) phosphatase inhibition; purified PP5c, OMFP substrate fluorescence; inhibition, % at 6.7 µM; 320,000 compounds, 0.18% hits;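 active = inhibition above the campaign's mean inhibition across all tested compounds plus 3 SD, cut at about 9.5% in these data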;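 note: 0% = DMSO only and 100% = 100 µM cantharidin control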
TPT1 inh: inhibitors of Candida albicans tRNA 2'-phosphotransferase TPT1 | inhibition, % at 5 µM | recombinant caTPT1, FP RNA substrate dephosphorylation | 300,000 compounds, 0.81% hits;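 active = inhibition above the mean of all tested compounds plus 3 SD, set per screening campaign, cut at about 24% in these data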;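 note: plate controls were DMSO alone for no effect and ferristatin control at 100 nM for full effect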
AHR act: human AHR activation; P35869; AHR-responsive luciferase reporter cells, luminescence; activation, % at 5 µM; 320,000 compounds, 2.5% hits; in the data active = activation above about 47%;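 note: 0% = vehicle wells and 100% = reference agonist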
proCasp7 act: counter-screen: procaspase-7 (human) activation; activation, % at 8.5 µM; AID 463210; recombinant procaspase-7, Ac-DEVD-pNA absorbance 405 nm; D23A/D198A/D206A triple mutant, cannot self-cleave; scale: DMSO 0, 5 µM enzyme 100; 330,000 compounds, 0.093% hits;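 active = percent activation above the screen-wide mean plus 3 SD, cut at about 25% in these data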
Target sequence (P55210 whole entry D23A/D198A/D206A): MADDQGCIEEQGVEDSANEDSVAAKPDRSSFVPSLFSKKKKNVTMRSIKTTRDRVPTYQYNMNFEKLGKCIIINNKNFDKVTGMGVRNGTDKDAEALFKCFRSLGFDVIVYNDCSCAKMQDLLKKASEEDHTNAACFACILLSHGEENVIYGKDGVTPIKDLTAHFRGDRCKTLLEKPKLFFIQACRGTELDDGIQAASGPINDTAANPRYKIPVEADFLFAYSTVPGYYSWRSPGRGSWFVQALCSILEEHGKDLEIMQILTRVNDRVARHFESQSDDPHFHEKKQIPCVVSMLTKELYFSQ
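Assay system: Uncleavable procaspase-7 mutant enzyme / Input: 2 µM procaspase-7 mutant as dispensed / Dosing: single nominal 8.5 µM compound dose, 0.8% DMSO final / Timing: 1 h enzyme–compound preincubation and 2 h substrate reaction, both 25 °C / Detection: p-Nitroaniline absorbance at 405 nm, read at 0 and 120 min / Replication: singlicate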
core dimer inh: HCV core protein dimerization inhibition; TR-FRET GST/Flag-core106 dimerization, 1536-well; inhibition, % at 5 µM; 300,000 compounds, 0.33% hits; AID 1899;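 active = inhibition above the mean of all tested compounds plus 3 SD, set per screening campaign, cut at about 45% in these data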
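test system = GST/Flag-tagged HCV core106 proteins | probe or stimulus = Eu donor and XL665 acceptor anti-tag antibodies | times = compound-protein-antibody incubation 4 h at 22.5 °C | signal = TR-FRET, excitation 340 nm, emission 617 and 671 nm | measure = percent inhibition of core106 dimerization signal | controls = wells lacking GST-core106 and wells with excess unlabelled core106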
proCasp3 act: activates human procaspase-3; P42574; recombinant procaspase-3 D3A, Ac-DEVD-pNA absorbance 405 nm; activation, % at 8.5 µM; 330,000 compounds, 0.11% hits; AID 463141;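 active = activation above the mean of all tested compounds plus 3 SD, cut at about 21% in these data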;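 note: 0% = DMSO alone and 100% = DMSO wells spiked with extra 5 µM PC-3 D3A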
Target sequence (P42574 whole entry D9A/D28A/D175A): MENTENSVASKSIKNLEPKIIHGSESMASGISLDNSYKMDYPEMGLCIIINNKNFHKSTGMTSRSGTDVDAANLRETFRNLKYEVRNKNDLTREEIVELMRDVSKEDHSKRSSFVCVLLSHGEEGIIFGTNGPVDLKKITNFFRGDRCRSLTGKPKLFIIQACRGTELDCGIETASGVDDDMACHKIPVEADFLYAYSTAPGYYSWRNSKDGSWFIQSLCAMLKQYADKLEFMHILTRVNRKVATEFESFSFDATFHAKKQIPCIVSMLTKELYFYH
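Test system: Procaspase-3 D3A mutant, all three cleavage aspartates alanine | Dosing: Single dose, 8.5 µM nominal compound, 0.8% DMSO | Schedule: 1 h preincubation, 2 h reaction | Technique: 405 nm absorbance of p-nitroaniline, reads at 0 and 120 min | Repeats: One well per compound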
* hit, by the source's call; nt = not tested or not shown.

Sample of the layout, 3 compounds:
cpd	Compound	proCasp7 act	proCasp3 act	PP1 counter	AHR act	TPT1 inh	PAFAH2 FP inh	CTSL1 counter	PP5 inh	core dimer inh
1	Cc1ccc(Cn2nnc3c(=O)[nH]c(C4CCCN(C(=O)Nc5ccc(F)cc5)C4)nc32)cc1 (stereo not given)	-8	-3	0	-2	2	-3	8	0.1	3
2	O=C1NC2(CCCCC2)C(=O)N1CCN1C(=O)c2ccccc2C1=O	-7	0	-4	3	2	-1	0	-0.9	0
3	Cc1ccc(C(=O)Nc2cc3ccccc3oc2=O)cc1	9	2	1	-8	-1	4	0	2.9	-27

The listing, from the first entry:
cpd	Compound	proCasp7 act	proCasp3 act	PP1 counter	AHR act	TPT1 inh	PAFAH2 FP inh	CTSL1 counter	PP5 inh	core dimer inh
1	Cc1ccc(Cn2nnc3c(=O)[nH]c(C4CCCN(C(=O)Nc5ccc(F)cc5)C4)nc32)cc1 (stereo not given)	-8	-3	0	-2	2	-3	8	0.1	3
2	O=C1NC2(CCCCC2)C(=O)N1CCN1C(=O)c2ccccc2C1=O	-7	0	-4	3	2	-1	0	-0.9	0
3	Cc1ccc(C(=O)Nc2cc3ccccc3oc2=O)cc1	9	2	1	-8	-1	4	0	2.9	-27
4	Cc1nc(CCNC(=O)CC2C(=O)NCCN2Cc2ccc(F)cc2)sc1C (stereo not given)	8	-4	3	-1	-7	1	0	0.0	0
5	COc1cc(-c2nc(CN(C)Cc3nnc(C)o3)c(C)o2)ccc1F	6	7	1	1	-2	-1	0	0.1	4
6	c1ccc(CNc2ccc3c(c2)ncn3C2CCCCC2)nc1	-9	0	2	6	-1	4	0	0.0	-8
7	COc1ccc(NC(C)C(=O)Nc2cccc(S(=O)(=O)N3CCOCC3)c2)cc1OC (stereo not given)	-21	-6	nt	2	nt	3	nt	nt	nt
8	COc1ccc(NC(=S)NNC(=O)COc2ccc(Cl)cc2Cl)cc1	-4	-11	-2	1	1	7	-3	2.1	-3
9	O=c1cc(O)n(-c2ccccc2F)c(=S)[nH]1	-14	-12	3	1	21	10	0	-0.5	-8
10	COc1ccc2c(c1)CC1c3c(cc4c(c3-2)OCO4)CC[N+]1(C)[O-] (stereo not given)	4	-13	1	16	1	10	-3	1.5	11
11	COc1ccc(N(Cc2ccccc2)C(=O)c2ccccc2[N+](=O)[O-])cc1	2	-4	1	1	0	-1	0	0.8	3
12	Cc1nn(CC(=O)N2CCCC2)c(=O)c2cc3cc(F)ccc3n12	1	4	-3	-2	-2	3	1	1.0	-7
13	O=C(NCCOCc1ccc(Cl)cc1)c1ncn[nH]1	0	0	-3	2	-1	-5	-2	0.9	-2
14	CCCn1cc(S(=O)(=O)c2ccc(OC)cc2)c(=O)c2cc(OC)ccc21	7	-7	-12	0	-1	0	14	-8.7	-21
15	Cc1cc(NC(=O)CCCC(=O)O)nc(C)n1	-2	2	-3	1	-2	-1	-2	0.2	-6
16	CCCNC(=O)c1cc(OC)c(OC)cc1[N+](=O)[O-]	-6	-3	3	4	3	-5	-1	0.6	3
17	CC(=O)N1CCN(c2nc3ccc([N+](=O)[O-])cc3s2)CC1	-4	-13	-2	-2	-2	2	7	-0.6	-3
18	CC1CCCC(C)N1NC(=O)Cc1ccccc1 (stereo not given)	-5	4	-2	0	1	-5	1	2.4	6
19	CCOc1ccccc1NC(=O)c1ccc2c(=O)n3c(nc2c1)CCCCC3	9	10	-1	38	0	4	3	-1.6	5
20	CCOC(=O)C1=C(C)NC(C)=C(C(=O)OCC)C1C(=O)OCC(=O)NC1CCCCC1	7	-2	nt	3	nt	1	nt	nt	nt
21	COCCOC(=O)C1=C(C)N=c2s/c(=C\c3cccs3)c(=O)n2C1c1cccs1 (stereo not given)	8	1	-2	-2	4	3	0	1.4	6
22	CCC(C)N1CCNCC1 (stereo not given)	4	6	-1	2	33*	2	0	2.4	0
23	COc1ccc(Oc2c(C(F)(F)F)oc3cc(OCC(=O)O)ccc3c2=O)cc1	16	-3	5	2	-1	-5	0	-0.2	-5
24	COc1ccc(OC)c(S(=O)(=O)N2CCC(C(=O)N3CCCC3)CC2)c1	2	-12	1	-1	-2	-12	3	-1.0	6
25	O=C1[C@H]2[C@@H](C(=O)N1c1cc(Cl)cc(Cl)c1)[C@]1(C(=O)Nc3ccccc31)N1CCC[C@@H]21	-4	0	4	8	6	8	-3	5.6	3
26	O=S(=O)(c1cccs1)N1CN(Cc2ccc(F)cc2)c2nc3ccccc3nc21	6	-5	5	0	-6	0	6	4.5	14
27	NC(=O)NNc1cccc(Cl)n1	-3	-1	0	0	-1	-1	0	2.5	-8
28	COc1cc(NS(=O)(=O)c2ccc(N/C=C(\C#N)c3nc4ccccc4o3)cc2)nc(OC)n1	5	-4	3	5	-3	2	-2	2.3	27
29	CC(=O)Nc1ccc2nc(CN3CCC(CO)(CCc4ccccc4)CC3)ccc2c1	2	3	-2	2	4	0	-3	0.1	6
30	CCOC(=O)c1c(NCc2ccc3c(c2)OCO3)c2ccccc2[nH]c1=O	3	4	-7	109*	1	-2	-1	1.2	-3
31	COc1cccc(NC(=S)N(CCN(C)C)C(C)c2ccco2)c1 (stereo not given)	-3	-8	-1	-2	0	-36	-2	-1.0	1
32	COc1ccc(S(=O)(=O)N2CCOCC2)cc1NC(=O)c1cc(=O)[nH]c2ccccc12	-13	5	0	8	nt	7	nt	2.7	nt
33	CCn1cc(CN2CCN(Cc3ccc(OC)c(C)c3C)C(CCO)C2)c(C)n1 (stereo not given)	11	2	-1	0	-3	7	0	-0.4	-1
34	O=C(N/N=C/c1ccco1)c1cccc(NC(=O)c2ccccc2Cl)c1	0	3	4	21	-2	-11	-4	0.6	-7
35	O=C(NCc1ccco1)Nc1ccc2snnc2c1	-2	-3	-3	-2	0	7	1	-0.7	1
36	COc1ccccc1C1CC(c2ccc(C)cc2)Nc2ncnn21 (stereo not given)	-1	-7	-1	0	-1	1	1	-1.2	3
37	CCCN1C(=O)C(=O)N(CC(=O)c2cc(C)n(C3CC3)c2C)C1=O	-3	0	0	3	nt	4	nt	0.4	nt
38	Cn1c(=O)cc(N2CCN(C(=O)c3ccco3)CC2)[nH]c1=O	0	2	-1	2	0	-7	-4	1.3	-10
39	COc1ccc(NC(=O)CCSCCc2ccccn2)cc1OC	-12	2	-2	4	-3	2	1	0.6	-8
40	O=C(CCn1c(=O)oc2ccccc21)N1CCN(c2ccccc2F)CC1	-3	-2	3	-1	2	4	0	-1.5	-2
41	Cc1ccsc1/C=C/c1n[nH]c(=O)c(C#N)c1C	0	0	-2	0	2	1	2	-2.5	-3
42	Cc1cccc(NC(=O)c2sc3nc(-c4ccccc4)cn3c2C)n1	-1	-3	0	4	18	2	-2	-0.7	0
43	OC(COc1c(Cl)cc(Cl)cc1Cl)CN1CCCCC1 (stereo not given)	11	4	-3	5	1	1	-3	-0.9	-2
44	COc1ccccc1C(=O)COC(=O)c1cc(S(=O)(=O)N2CCCCC2)ccc1N1CCOCC1	1	-1	-8	-1	0	11	4	2.8	7
45	CCOc1ccccc1/C=C/c1cc(C(=O)O)c2ccccc2n1	-2	-7	-2	2	0	-1	5	-0.8	2
46	COc1ccc(C)cc1NC(=O)CN(C)S(=O)(=O)c1ccc2c(c1)CC(C)N2C(C)=O (stereo not given)	-1	-2	-1	4	-4	-1	4	-2.0	8
47	Cc1cc(OCC(=O)Nc2ccc(S(=O)(=O)N3CCN(C)CC3)cc2)ccc1Br	-4	7	1	-1	-5	16	4	2.9	-3
48	CCCc1cc(C(=O)Nc2sc3c(c2C#N)CCC3)no1	-5	-3	-2	21	-1	1	-2	1.4	7
49	C[C@@]12CC(=O)NC1N(C(=O)c1cccc(C(F)(F)F)c1)C(c1ccccc1O)C2 (stereo not given in full)	0	1	-2	1	1	-6	-2	3.8	6
50	COC(=O)c1ccc(/C=N\N2CCN(Cc3ccc(C)cc3)CC2)cc1	0	-5	-1	-2	0	6	-1	2.0	-3
51	Cc1cc(C)n(CC(=O)Nc2ccccc2)n1	10	-4	-1	1	-1	-8	-2	0.8	-6
52	O=C(Nc1ccc(S(=O)(=O)NCC2CCCO2)cc1)c1cccc(F)c1 (stereo not given)	-1	-4	0	1	4	2	3	1.9	5
53	COCCn1c(SCC(=O)c2ccccc2)nc2c(c1=O)SC(C)C2 (stereo not given)	2	-3	-2	-1	0	1	0	3.1	1
54	COC(=O)C(C(=O)Nc1ncccn1)C1CCCCCC1 (stereo not given)	-1	2	-2	-2	-7	2	-1	-0.5	-1
55	Cc1ccccc1NC(=O)c1ccc(C)c(S(=O)(=O)Nc2ccccn2)c1	-1	-5	-5	7	-2	-5	-1	3.8	-3
56	CCOc1cc2[nH]c(=S)n(C(C)C)c(=O)c2cc1OCC	2	-5	2	17	2	7	0	2.5	3
57	CCS(=O)(=O)c1ncc(Cl)c(C(=O)Nc2ccc(S(=O)(=O)N3CCC(C)CC3)cc2)n1	3	-4	5	-2	7	-56	1	3.1	14
58	CC(=O)c1c(N2CCN(c3ccccn3)CC2)nc(=S)n(-c2ccccc2)c1C	-1	10	-1	2	0	1	2	2.0	-7
59	O=C(Nc1ccccc1C(=O)N1CCOCC1)c1ccco1	9	5	0	-2	-6	2	-2	1.1	-5
60	COCCCNC(=O)c1c[nH]c2ccc(S(=O)(=O)N3CCC4(CC3)OCCO4)cc2c1=O	5	-8	-2	2	1	-3	2	2.3	2

New compounds follow
cpd	Compound	proCasp7 act	proCasp3 act	PP1 counter	AHR act	TPT1 inh	PAFAH2 FP inh	CTSL1 counter	PP5 inh	core dimer inh
61	COc1cc(CN2CCC(Cc3ccccc3)CC2)c([N+](=O)[O-])cc1OC	-16	-6	-2	4	0	-1	-1	1.0	0
62	C[C@@H]1CC2OC(=O)[C@@]3(C)C(=O)CC[C@@](C)(C23)[C@@]1(O)CCc1ccoc1 (stereo not given in full)	0	-3	1	2	6	-9	-1	-2.0	7
63	C=CCNC(=O)c1cccc(C(F)(F)F)c1	1	-4	-5	-3	2	7	1	1.6	3
64	CCOC(=O)C1(Cc2ccccc2C)CCCN(C(=O)CCC(=O)OC)C1 (stereo not given)	0	4	1	-2	1	0	-2	-1.5	-276
65	COc1cccc(NC(=O)CN(C)C(=O)CN2C(=O)c3ccc([N+](=O)[O-])cc3C2=O)c1	5	3	-2	-1	-4	-5	0	-1.2	-3
66	COC(=O)C1=C(C)N(CC2CC2)C(=O)N[C@H]1c1ccccc1	-2	9	-2	-2	-1	4	2	3.7	0
67	CS(=O)c1ccc(-n2c(=O)n(Cc3ccccc3)c(=O)c3[nH]cnc32)cc1 (stereo not given)	-7	-1	-4	4	0	-4	0	-2.2	3
68	COc1ccc2oc(=O)cc(CN(C)Cc3ccccc3)c2c1	-10	3	4	4	2	-1	-1	1.4	14
69	Cc1cc(C(=O)COC(=O)c2ccc(F)cc2F)c(C)n1C1CC1	-14	4	-1	0	nt	17	nt	1.9	nt
70	Cc1cc(C)c(S(=O)(=O)N(C)CC(=O)NC2CCCC2)c(C)c1	-8	-1	-4	0	0	-11	5	0.3	2
